# A3G deaminase: blocks human APOBEC3G single-stranded DNA deamination. Q9HC16. recombinant A3G, ssDNA deamination FAM/TAMRA fluorescence. inhibition, % at 20 µM. 330,000 compounds, 0.28% hits. AID 493012;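 active = inhibition of at least 40% at 20 µM, with no more than 30% in the related APOBEC3A deaminase screen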;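 note: plate controls were DMSO wells with A3G for no effect and wells lacking A3G enzyme for full effect; some compounds called inactive have numbers as strong as hits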
# Target sequence (Q9HC16 whole entry, looked up): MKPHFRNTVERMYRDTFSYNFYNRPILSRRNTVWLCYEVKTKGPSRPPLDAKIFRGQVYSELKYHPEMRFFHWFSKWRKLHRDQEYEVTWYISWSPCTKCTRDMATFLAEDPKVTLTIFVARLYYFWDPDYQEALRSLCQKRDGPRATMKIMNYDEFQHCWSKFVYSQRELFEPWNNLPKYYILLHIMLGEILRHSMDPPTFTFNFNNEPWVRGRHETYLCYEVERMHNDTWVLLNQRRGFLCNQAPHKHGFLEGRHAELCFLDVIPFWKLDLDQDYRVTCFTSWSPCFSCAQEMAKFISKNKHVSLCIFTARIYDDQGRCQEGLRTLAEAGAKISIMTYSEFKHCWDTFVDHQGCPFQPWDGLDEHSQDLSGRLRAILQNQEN
# NR3A LBD binder: modulates the human NR3A ligand-binding domain; NR3A LBD differential scanning fluorimetry, Tm shift; 0% = protein alone, 100% = glycine-bound protein; Tm shift relative to glycine control, % at 25 µM; 340,000 compounds, 2.5% hits; AID 1259313;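 active = melting temperature shift of at least 10% of the positive control shift, at one fixed dose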
# CXCR6 block: CXCR6 (human) receptor inhibition | CHO-K1 PathHunter CXCR6 beta-arrestin, luminescence | 360,000 compounds, 0.36% hits | inhibition, % at 20 µM | AID 602244 | O00574; in the data active = inhibition above about 34%, passing the limit was not always enough;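 note: antagonist mode with CXCL16 agonist at 10 nM final; 0% = 10 nM CXCL16 with DMSO and 100% = unstimulated wells without agonist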
# Target sequence (O00574 whole entry, looked up): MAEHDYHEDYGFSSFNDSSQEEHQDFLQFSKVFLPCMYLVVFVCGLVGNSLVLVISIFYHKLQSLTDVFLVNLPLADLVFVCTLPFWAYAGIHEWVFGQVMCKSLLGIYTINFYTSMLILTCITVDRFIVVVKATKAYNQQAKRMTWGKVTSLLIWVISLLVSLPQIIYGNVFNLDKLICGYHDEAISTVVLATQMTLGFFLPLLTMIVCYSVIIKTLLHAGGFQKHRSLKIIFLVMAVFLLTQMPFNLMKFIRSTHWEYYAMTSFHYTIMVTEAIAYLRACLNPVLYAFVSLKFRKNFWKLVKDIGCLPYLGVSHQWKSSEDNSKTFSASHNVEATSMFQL
# Gli-Sufu antag: Gli-Sufu pathway antagonism | inhibition, % at 5 µM | Sufu-KO-LIGHT fibroblasts, Gli luciferase reporter luminescence | 340,000 compounds, 0.74% hits;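 active = inhibition above about 55%, limit read from the data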;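 note: 0% = DMSO-treated cells and 100% = wells with medium but no cells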
# APOBEC3A inh: inhibitors of human APOBEC3A DNA deaminase; P31941; recombinant A3A, FAM/TAMRA ssDNA deamination fluorescence; inhibition, % at 20 µM; 330,000 compounds, 0.41% hits;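 active = at least 40% inhibition at 20 µM here, with at most 30% in a related deaminase screen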;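 note: plate controls were A3A with DMSO for no effect and wells lacking A3A enzyme for full effect; some results filed as inactive read as strong as hits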
# Target sequence (P31941 whole entry, looked up): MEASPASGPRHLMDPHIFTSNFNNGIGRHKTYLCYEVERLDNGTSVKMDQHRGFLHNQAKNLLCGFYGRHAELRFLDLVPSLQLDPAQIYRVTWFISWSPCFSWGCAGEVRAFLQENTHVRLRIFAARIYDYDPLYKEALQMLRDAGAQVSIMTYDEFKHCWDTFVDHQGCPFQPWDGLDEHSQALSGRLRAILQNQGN
# EBI2 antag: antagonists of human EBI2 receptor; P32249; EBI2 beta-arrestin recruitment, luminescence, 7a,25-OHC stimulated; inhibition, % at 5 µM; 360,000 compounds, 0.81% hits; AID 651636; in the data active = inhibition above about 38%;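 note: enzyme fragment complementation signal reports receptor beta-arrestin coupling in cells; 0% = agonist plus DMSO wells and 100% = wells without agonist; some results beyond the cut were filed as inactive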
# CCR6 antagonist: antagonists of human CCR6 receptor. CHO-K1 CCR6 PathHunter beta-arrestin, luminescence, CCL20-stimulated. 340,000 compounds, 0.49% hits. inhibition, % at 20 µM;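 active = compounds whose inhibition of the agonist-driven luminescence signal at 20 µM reaches about 50%, limit read from the data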;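 note: cells stimulated with CCL20 at 14 nM final; plate controls were DMSO with CCL20 for no effect and DMSO without agonist for full effect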
# MPTP inh: permeability transition pore inhibition. inhibition, % at 10 µM. AID 602449. 360,000 compounds, 1.4% hits. isolated mouse mitochondria, Ca2+ swelling absorbance, 30 min;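 active = inhibition of 50% or more, scaled per plate between neutral and stimulator controls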;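 note: 0% = DMSO wells given calcium and 100% = 1 mM EGTA wells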
# An asterisk follows results filed as active; · = no result given.
canonical_smiles	A3G deaminase	NR3A LBD binder	CXCR6 block	Gli-Sufu antag	APOBEC3A inh	EBI2 antag	CCR6 antagonist	MPTP inh
O=C(/C=C/c1ccco1)OCC(=O)c1ccc(OC(F)F)cc1	0	-2	-8	0	0	-11	8	-0.6
COC(=O)c1ccc(N/C=C\C(=O)c2ccc3c(c2)OCO3)cc1	0	1	8	-24	1	7	-3	1.0
CCN(C[C@H]1N[C@@](CC)(C(=O)OC)[C@H]2C(=O)N(Cc3ccccc3)C(=O)[C@@H]12)C(C)=O	-4	-1	-5	-4	0	5	0	0.6
Cc1ccc(N(Cc2cc3ccccc3[nH]c2=O)C(=O)c2cccs2)cc1C	2	-5	1	7	-3	6	35	2.6
CN(C)S(=O)(=O)N1CCN(C(=O)c2ccc3c(c2)OCO3)CC1	-6	-1	-5	24	-1	7	5	-1.1
COc1ccc(/C=C2\SC(=O)N=C2N)cc1	-3	9	-1	-3	-1	-8	-3	0.4
CCOc1ccc(NCc2cc3c(C(C)(C)C)nn(-c4ccccc4)c3[nH]c2=O)cc1	-9	-21	48*	6	-5	18	23	3.8
Cc1cc(=O)oc2cc(O[C@@H]3O[C@H](CO)[C@@H](O)[C@H](O)[C@H]3O)ccc12	-4	5	-1	1	-2	-1	7	0.7
O=C(Cn1cnc(S(=O)(=O)N2CCOCC2)c1)Nc1ccc(OC(F)(F)F)cc1	16	-2	-1	-4	6	-1	5	-1.5
CN(C)CCNCc1ccc(OC2CCCC2)cc1	-5	1	0	4	-5	-12	5	0.8
COc1ccc(C(=O)N2CCN(Cc3cc(OC)c(O)c(OC)c3)CC2)cc1OC	-5	1	4	2	-6	2	0	0.1
Cc1ccc(C)c(NC(=O)C2CCN(S(=O)(=O)c3ccc4c(c3)NC(=O)CO4)CC2)c1	-1	-1	-1	60*	-2	0	23	-0.3
O=C(Nc1ccccc1N1CCOCC1)c1ccc2ccccc2n1	1	-3	-6	-24	0	34	20	0.9
COc1cc(NC(=O)c2cc3ccccc3cc2O)c(OC)cc1Cl	-6	33*	-19	26	-3	35	-58	27
O=C(c1ccccc1)c1c[nH]c(C(=O)C(Cl)(Cl)Cl)c1	-5	2	1	-6	-1	1	15	0.7
CC(=O)Nc1cccc(NC(=O)c2sc3ncn(CC(=O)N4CCCCC4)c(=O)c3c2C)c1	·	-1	-2	26	·	-11	-3	-1.5
Cc1c(C(=O)N2CCC2)oc2ccc(Cl)cc12	-8	0	6	-8	-4	-17	6	-0.3
O=C(c1ccc2ncsc2c1)N1CCN(c2ccc(O)cc2)CC1	14	1	-3	-4	5	21	-2	-3.3
O=C(CSc1cccc(C(F)(F)F)c1)NC(=O)NCc1ccco1	4	0	0	2	12	7	20	0.8
Cc1cc2oc(C(=O)N(Cc3ccco3)C3CCS(=O)(=O)C3)cc(=O)c2cc1Cl (centres undefined)	1	2	5	6	2	-11	9	2.5
COc1ccccc1CNC(=O)COC(=O)c1cc([N+](=O)[O-])ccc1N1CCOCC1	-1	2	6	5	3	2	16	-1.7
Cc1nc(N)nc(N)c1/C=C/C(C)(C)c1ccc(Cl)cc1	·	3	-5	·	·	3	-12	97*
COc1ccc(CN2CCCC(C(=O)c3cccc(C(F)(F)F)c3)C2)cc1O (centres undefined)	-1	0	2	-7	1	0	-7	-0.9
CC(C)(C)c1nc(SCC(=O)c2ccccc2)c2ccccc2n1	4	3	5	-28	-3	4	1	0.1
COc1cccc(CN(C(=O)c2cc3ccccc3oc2=O)C2CCS(=O)(=O)C2)c1 (centres undefined)	0	-3	5	-3	-2	-8	6	-2.8
COc1ccc(NC(=S)/N=C(\N)Nc2nc(C)c3ccc(C)cc3n2)cc1	-9	7	9	5	-1	31	21	-1.3
CCc1ccc(S(=O)(=O)Nc2ccc(C)c(NS(C)(=O)=O)c2)cc1	0	-1	1	8	1	-8	2	0.8
CCOc1cc(N2CCOCC2)c(OCC)cc1NC(=O)COC(=O)c1cc2ccccc2cc1O	-3	-5	-8	-7	0	27	15	0.4
COC(=O)CNC(=O)c1c(-c2ccccc2Cl)noc1C	-6	-1	-6	1	1	-7	-8	-0.8
COc1cc(/C=N/Nc2nc3c(c(=O)n(C)c(=O)n3C)n2Cc2ccccc2)ccc1OC(=O)c1ccco1	-4	3	-6	31	-2	-26	1	2.8
CCOC(=O)c1c(C)[nH]c(C(=O)NNC(=O)c2ccccc2F)c1C	-8	1	6	-74	0	-2	7	1.1
Cc1ccc(Cl)cc1NC(=O)c1cc2ccccc2cc1O	1	30*	-16	61*	8	-3	-66	99*
Cc1ccc(C(=O)/C=C/c2ccc(-c3ccccc3[N+](=O)[O-])o2)cc1	-8	-2	3	16	-5	-12	13	0.9
CC(C)C(=O)N1CCC(Cc2ccccc2)CC1	-1	-1	3	·	-7	-6	3	-0.5
CCOc1cc(/C=C2/C(=O)ON=C2C)cc(Br)c1O	-3	21*	16	6	2	3	57*	2.8
O=C1/C(=C\c2c(NCCOCCO)nc3ccccn3c2=O)SC(=S)N1Cc1ccco1	-69	4	21	32	-7	9	24	6.4
Cc1ccccc1NC(C)C(=O)N/N=C/c1ccccc1OCc1cccc(Br)c1 (centres undefined)	3	1	9	-5	7	25	6	-0.4
CCCNC(=O)C(Cc1ccccc1)NC(=O)c1ccc(C(F)(F)F)cc1 (centres undefined)	-7	1	2	-20	-1	2	-1	1.1
O=C(NC(=S)Nc1ccc2c(c1)OCO2)c1ccccc1	-1	0	12	-39	-1	3	39	0.3
O=C(COC(=O)c1cccc(NC(=O)c2ccco2)c1)c1ccc(Br)cc1	-1	3	-3	-50	0	15	12	14
O=C(Nn1cnnc1)c1ccc(F)c(S(=O)(=O)N2CCCCC2)c1	-4	0	-8	6	0	-6	-4	15
O=C(NC1CCN(C(=S)NCc2ccco2)CC1)NC12CC3CC(CC(C3)C1)C2	-2	-15	-2	0	1	4	11	-1.5
COc1ccc(-n2c(SCC#N)nc3ccccc3c2=O)cc1	-1	0	6	-4	1	-4	2	-0.5
Cc1ccc(NC(=O)CCC(=O)N/N=C/c2ccc(O)cc2)cc1	-9	9	-2	-14	-3	-1	10	1.0
CCOC(=O)C1=C(O)C(=O)C(C(=O)OCC)C1 (centres undefined)	·	0	0	-1	·	-2	10	4.6
O=Cc1ccccc1OCCOc1ccc([N+](=O)[O-])cc1	2	1	1	-11	3	-4	-1	2.5
O=C(CSc1nnc(-c2ccccc2)o1)NC1CCCC1	-2	2	-27	-9	-4	-16	4	-0.5
COc1c(Cl)cc(Cl)cc1CNCc1ccccc1	-9	1	-3	6	-4	2	24	-1.2
Cc1ccc(Nc2nnc(SC/C(O)=C(\C#N)c3nc4ccccc4[nH]3)s2)c(C)c1	-1	13*	0	3	1	7	3	6.7
CC(C)=CC(=O)OCC(=O)Nc1ccc(Cl)cc1	-3	-1	0	-6	3	0	-5	-0.9
COCCn1c(C)cc(C(=O)CN2CCCCC2)c1C	-2	5	-1	2	-4	-8	-1	0.7
CCOc1ccc(-c2cccc(NC(=O)c3ccc(Br)o3)c2)nn1	-10	-6	-9	-3	1	3	7	-0.9
COc1ccc(NC(=O)CN(C)C(=O)CSCC(=O)Nc2ccc(C)cc2)cc1	-2	-1	6	12	17	8	-1	-0.4
CCOc1cccc(Oc2ncccc2C(=O)/C(C#N)=C/N(C)C)c1	-3	-1	-12	27	1	1	3	-1.7
O=C(COc1ccc(/C=N/NC(=O)c2ccccc2)cc1)Nc1ccc([N+](=O)[O-])cc1	-4	9	-2	-3	2	4	4	-0.6
Cc1ccc(S(=O)(=O)N(C)Cc2ccc(C(=O)N/N=C3\CC(=O)CC(C)(C)C3)cc2)cc1	-8	-2	-4	7	-6	-5	-2	2.3
C/C(=C\C(=O)C(F)(F)F)Nc1ccc(C)cc1	-5	-1	-2	-3	1	-8	3	-0.4
O=C(Cc1c(F)cccc1Cl)NC1=NCCS1	0	-2	-7	-17	0	0	0	-1.8
COc1ccc(S(=O)(=O)NCC(c2cccs2)N2CCc3ccccc3C2)cc1 (centres undefined)	-4	-5	9	-4	1	0	18	-1.2
COc1cccc(NC(=O)Cc2nnc(SCC(=O)NC(C)c3ccccc3)n2C)c1 (centres undefined)	-8	-1	-11	2	-5	-3	4	2.0

# New compounds follow:
canonical_smiles	A3G deaminase	NR3A LBD binder	CXCR6 block	Gli-Sufu antag	APOBEC3A inh	EBI2 antag	CCR6 antagonist	MPTP inh
C/C=C(/C)C(=O)O[C@@H]1c2c(ccc3ccc(=O)oc23)O[C@@H]1C(C)(C)OC(C)=O	-11	1	4	6	2	2	12	2.3
COc1ccc(NC(=O)c2cccc(N3C(=O)C4C5C=CC(C6CC56)C4C3=O)c2)c(OC)c1 (centres undefined)	-3	-3	5	56*	-2	-7	10	-2.0
O=C(Nc1ccccc1C(=O)NCc1ccco1)c1ccco1	-4	-1	-4	-2	0	-1	-11	3.3
CCCc1cc(=O)[nH]c(SCC(=O)N2CCN(S(=O)(=O)c3ccc(C)cc3)C2)n1	-5	-1	-2	-2	1	-5	1	-0.9
Cc1ccc(C)c(S(=O)(=O)Nc2ccccc2C(=O)Nc2ccccc2N2CCOCC2)c1	-2	0	4	-1	-1	-2	-8	1.8
CC(=O)Oc1ccc(Nc2ccccc2)cc1	-8	-3	-10	8	-1	-21	-9	0.0
O=C(CCl)N1CCN(S(=O)(=O)Cc2ccccc2)CC1	-3	-2	1	-27	-2	-6	2	-1.5
COc1cccc(/C=C/C(=O)OCC(=O)Nc2cccc(S(=O)(=O)NC3=NCCCCC3)c2)c1	-4	2	8	-3	2	5	7	0.3
CC(C)(C)NC(=O)COC(=O)c1ccc2c(c1)C(=O)N(Cc1ccco1)C2=O	-11	1	-2	6	-2	-5	-3	-2.1
CCCCCC1CC(COc2ccccc2)OC1=O (centres undefined)	-7	2	10	-9	-3	22	-2	-0.2
COc1ccc(CNC(=O)Cn2nc(C(F)(F)F)c(Br)c2C)cc1	-1	-3	1	-26	-4	6	2	0.3
COc1cc(C)nc(N2CCC(C(N)=O)CC2)n1	3	2	-6	-6	-3	0	-6	0.2
COc1ccc(CN2CCNC(=O)C2CC(=O)N(C)Cc2ccccn2)cc1OC (centres undefined)	-10	2	-5	-20	-3	-14	-7	-0.2
COc1ccc(/C=C/CN2CCC(Oc3ccc(C(=O)N4CCCCC4)cc3)CC2)cc1	-5	-1	5	28	1	28	9	-0.9
CCOC(=O)C1(CCOc2ccccc2)CCN(Cc2cccc(OC)c2O)CC1	0	1	7	26	-8	16	11	3.2
CCCOc1ccc2c(C)c(CC(=O)OC)c(=O)oc2c1	-6	-2	-9	-44	-4	5	25	4.5
CCOc1ccc(NC(=O)CN(C)C(=O)CSc2ccccc2)cc1OCC	-3	0	0	3	8	4	16	1.0
COc1cccc(/C=C2\Oc3cc(OC(=O)N4CCOCC4)ccc3C2=O)c1	13	-1	8	-12	4	13	9	4.6
O=Cc1cc([N+](=O)[O-])ccc1N1CCOCC1	-2	-1	4	9	4	-3	2	0.1
CCOc1ccc(NC(=O)CN(C)C(=O)c2ccc(C3SCCS3)cc2)cc1OCC	-6	-2	-3	3	5	-6	5	-0.7
C[C@H](NC(=O)Cn1cncn1)c1ccccc1	-5	1	-5	1	-1	-15	15	-1.0
Cc1c(C)n2c(SCC(=O)N3CCCCCC3)nnc2[nH]c1=O	-5	-1	6	-5	1	0	8	-1.1
CCN(c1cccc(C)c1)S(=O)(=O)c1c(C)[nH]c(=O)[nH]c1=O	3	0	4	-4	-2	-9	7	-0.7

# High-throughput results: PubChem, Sanford-Burnham Center for Chemical Genomics
